Compound activity (PubChem BioAssay)
L major viab: Leishmania major promastigote growth inhibition, primary screen. inhibition, % at 10 µM. Leishmania major promastigotes, resazurin fluorescence viability. AID 1063, 2008. 200,000 compounds, 9% hits;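 further: promastigotes grown with compound for 44 hours at 28 °C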
G6PDH CS: L. mesenteroides G6PDH inhibitors, counter-screen for G6PDH-coupled screening assays, biochemical, Leuconostoc mesenteroides enzyme; glucose-6-phosphate dehydrogenase [Leuconostoc mesenteroides]; Purified L. mesenteroides G6PDH, diaphorase/resazurin coupled fluorescence, 45 min; inhibition, % at 5 µM; 200,000 compounds, 0.12% hits; AID 1020, 2008
Hsp70 activator: Hsp70 transcriptional activators, primary screen, cell-based, HeLa, Hsp70 promoter luciferase, luminescence, 10 µM; HeLa Hsp70 promoter luciferase reporter; scaled: vehicle 0, proteasome-inhibitor control 100%; activation, % at 10 µM; 200,000 compounds, 0.04% hits;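 active means activation above the mean across all tested compounds plus 3 SD, cutoff set per campaign, cut at about 5.5% in these data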;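 further: 100% = MG132 at 30 µM as the positive control and 0% = DMSO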
Redox H2O2 prof: compounds producing H2O2 with reducing agent – biochemical, NIH compound library profiling, artefact control for MLSCN library redox annotation, primary screen; DTT-dependent redox cycling H2O2, phenol red/HRP absorbance; 100% = 100 µM peroxide control, 0% = buffer; activation, % at 10 µM; 200,000 compounds, 0.03% hits;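 active means activation of at least 50% relative to the plate's high and low controls in the primary single-dose screen; inactive means activation below 50%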;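 further: compound incubated with DTT at 0.8 mM final as the reducing agent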
S1P3 antag: S1P3 receptor antagonists, primary screen, cell-based; CHO S1P3 NFAT-BLA reporter, FRET fluorescence, antagonist mode; 170,000 compounds, 0.27% hits; AID 485, 2006; inhibition, % at 4.98 µM;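 active means inhibition above the plate cutoff, the mean inhibition of test wells on that plate plus 3 SD, cut at about 28% in these data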;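 further: cells challenged with S1P at its EC80 of 0.8 µM; blue over green emission ratio from cleaved BLA substrate after 4 h stimulation; 0% = S1P-stimulated wells and 100% = unstimulated DMSO-only wells; some compounds past the cut are filed as inactive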
PMI act hi M6P: human PMI activators, high substrate, primary screen, biochemical, fluorescence intensity, near-saturating mannose 6-phosphate | Mannose-6-phosphate isomerase (Homo sapiens), P34949 | coupled PMI enzyme assay, resazurin fluorescence, 20 min; hits give high values; 1 = untreated enzyme, 0 = substrate-free blank | activation factor at 20 µM | 190,000 compounds, 0.34% hits | AID 1216, 2008;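 active means activation factor of 2 or more at 20 µM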
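Test system: human PMI in coupled enzyme assay; Input: PMI at 15 ng/mL final; Medium: HEPES buffer, pH 7.4; Schedule: 20 min incubation at room temperature; Technique: resorufin fluorescence at Ex 544/Em 590 nm; Compound: 20 µM single dose; Probe or stimulus: Near-saturating mannose-6-phosphate, 1.0 mM.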
Diaphorase inh: diaphorase inhibitors and chemical oxidizers, primary screen, counter-screen for diaphorase-coupled primary assays, biochemical, uHTS, resorufin fluorescence | diaphorase resazurin-to-resorufin fluorescence, NADH, 16 min; bacterial (C. kluyveri) enzyme, not human | inhibition, % at 20 µM | 190,000 compounds, 0.69% hits | AID 1217, 2008;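 active means primary screen inhibition at 20 µM above a set limit, cut at about 50% in these data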;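 further: plate controls were DMSO with full reaction for no effect and wells lacking NADH for full effect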
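Test system: Clostridium kluyveri diaphorase enzyme / Quantity: diaphorase at 0.14 U/mL in enzyme working solution / Incubation: 16-min room-temperature incubation before reading / Benchmarks: NADH-free wells as positive control, DMSO-only neutral wells / Signal: resorufin fluorescence 544/590 nm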
Diaph act CS: compounds boosting diaphorase resazurin reduction – biochemical, uHTS, resorufin fluorescence, counter-screen for diaphorase-coupled primary assays, primary screen; activation factor at 20 µM; AID 1229, 2008; Diaphorase/resazurin coupled assay, 16 min; hits give high values; 1 = vehicle wells, 0 = NADH-free wells; 190,000 compounds, 0.005% hits;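 active means diaphorase activity raised at least twofold by the compound at 20 µM; inactive means activation factor below 2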
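Test system: Clostridium kluyveri diaphorase, purified enzyme; input: enzyme 0.07 U/mL final; buffer or medium: 50 mM HEPES pH 7.4 with 4.542 mM MgCl2, 0.005% Tween 20; also added: 0.114 mM NADH and 0.1 mM resazurin, final amounts; schedule: 16 min enzyme reaction, ambient temperature; technique: fluorescence of resorufin, 544 nm excitation, 590 nm emission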
PMI activator: activators of human PMI, primary screen, biochemical, fluorescence intensity, near-Km mannose 6-phosphate | AID 1214, 2008 | activation factor at 20 µM | 190,000 compounds, 0.005% hits | purified human PMI, coupled resazurin fluorescence, 20 min; hits give high values; 1 = vehicle control, 0 substrate-free wells;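 active means activation factor of 2 or more at 20 µM, relative to plate controls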
RAM network inh: inhibitors of the yeast RAM network, primary screen, dse1pr::URA3 reporter, 5-FOA selection; AID 868, 2007; S. cerevisiae dse1pr::URA3 reporter, 5-FOA growth OD615, 2 d; analog-sensitive cbk1-as2 kinase mutant strain; 190,000 compounds, 1.8% hits; inhibition, % at 50 µM;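 active means inhibition above a set limit, 3 SD over mean compound inhibition, cut at about 8.4% in these data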;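 further: 0% = DMSO-only wells with no growth and 100% = 10 µM 1-NA-PP1 full growth; inhibition rescues growth on 5-FOA so higher OD means more RAM inhibition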
TLR4 MyD88 comp: inhibitors of TLR4-MyD88 association in cells, primary screen, cell-based, HeLa CL3-4, BLA complementation, FRET ratio. HeLa CL3-4 TLR4/MyD88 BLA complementation. 200,000 compounds, 0.18% hits. inhibition, % at 8.4 µM; in the data active means inhibition above about 25%;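 further: 0% = vehicle and 100% = reference inhibitor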
Target sequence (O00206 whole entry, looked up): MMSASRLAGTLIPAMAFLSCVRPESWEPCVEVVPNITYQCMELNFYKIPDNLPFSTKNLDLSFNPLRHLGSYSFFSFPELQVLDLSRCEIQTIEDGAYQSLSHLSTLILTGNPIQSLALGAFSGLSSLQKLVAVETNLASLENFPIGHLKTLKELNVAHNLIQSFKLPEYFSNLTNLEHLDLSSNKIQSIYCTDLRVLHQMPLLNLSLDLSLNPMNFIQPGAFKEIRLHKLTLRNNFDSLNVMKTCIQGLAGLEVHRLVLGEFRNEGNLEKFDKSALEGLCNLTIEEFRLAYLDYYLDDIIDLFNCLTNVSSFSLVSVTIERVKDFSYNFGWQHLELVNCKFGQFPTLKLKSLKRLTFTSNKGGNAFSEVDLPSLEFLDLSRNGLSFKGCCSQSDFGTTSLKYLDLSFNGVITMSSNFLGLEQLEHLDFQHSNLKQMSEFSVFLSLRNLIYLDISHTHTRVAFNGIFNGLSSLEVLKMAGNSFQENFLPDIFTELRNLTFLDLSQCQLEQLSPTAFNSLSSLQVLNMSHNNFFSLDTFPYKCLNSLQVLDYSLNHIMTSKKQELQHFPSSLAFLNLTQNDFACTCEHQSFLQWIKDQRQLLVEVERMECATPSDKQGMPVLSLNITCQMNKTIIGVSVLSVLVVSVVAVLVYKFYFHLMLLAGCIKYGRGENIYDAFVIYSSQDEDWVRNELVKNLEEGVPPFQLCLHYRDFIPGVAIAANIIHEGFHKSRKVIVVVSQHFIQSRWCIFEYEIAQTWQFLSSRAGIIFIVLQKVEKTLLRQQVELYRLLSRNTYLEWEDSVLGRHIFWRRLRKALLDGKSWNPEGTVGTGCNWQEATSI
Target sequence (Q99836 whole entry, looked up): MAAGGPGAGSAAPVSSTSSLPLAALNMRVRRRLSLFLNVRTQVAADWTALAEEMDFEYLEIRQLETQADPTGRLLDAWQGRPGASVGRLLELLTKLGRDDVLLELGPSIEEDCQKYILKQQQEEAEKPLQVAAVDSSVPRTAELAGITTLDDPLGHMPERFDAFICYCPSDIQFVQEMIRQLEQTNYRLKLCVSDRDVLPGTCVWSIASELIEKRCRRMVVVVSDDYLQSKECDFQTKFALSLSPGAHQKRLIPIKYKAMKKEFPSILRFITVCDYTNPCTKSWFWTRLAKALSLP
* = called active by the depositor; . = no result given. Unless noted, no stated cut-off is given here; in the data, active means inhibition above about 50%; inactive means the rest. Outcome played no part in choosing rows (roughly 12% active in at least one column).

#	structure	L major viab	G6PDH CS	Hsp70 activator	Redox H2O2 prof	S1P3 antag	PMI act hi M6P
1	Cn1cnnc1SCC(=O)Nc1ccccc1Oc1ccccc1	-20	-4	-0.2	-1.8	-11	1.1
2	CC(C)OCC(O)CN1CCN(CC(O)COc2ccc3c(c2)OCO3)CC1 (stereo unspecified)	-5	7	-0.3	0.7	.	0.9
3	O=C(CSc1nc(N2CCCCC2)nc(N2CCCCC2)n1)N1CCc2ccccc21	-3	6	0.1	0.2	17	0.9
4	COc1cc(OC)cc(-n2nnnc2SCC(=O)Nc2nc3c(s2)CCCC3)c1	2	4	-0.2	2.5	.	0.9
5	C=CCn1c(C)cc(C(=O)CSc2n[nH]c(N)n2)c1C	-1	3	-0.1	0.1	.	1
6	CSc1nncc(/C(C)=N\Nc2ccccc2)n1	3	1	-0.1	-6.1	.	1.9
7	CC1(C)CC(=O)C/C(=N\NC(=O)Cc2ccccc2)C1	-3	15	-0.1	0.8	11	1.1
8	COc1ccc2cc(C(=O)NCc3ccccc3)c(=Nc3ccc(C(=O)O)cc3)oc2c1	-7	-6	-0.2	-1.5	2	1.1

#	Diaphorase inh	Diaph act CS	PMI activator	RAM network inh	TLR4 MyD88 comp
1	-14	1.1	1.1	0.2	0
2	13	0.9	0.9	0.3	2
3	23	0.8	0.9	0.9	-4
4	28	0.7	0.8	2.2	-7
5	17	0.8	0.9	0.3	12
6	9	0.9	1.4	4.3	5
7	6	0.9	1	-1.4	-11
8	26	0.7	1	1.9	-1

(more compounds)
#	structure	L major viab	G6PDH CS	Hsp70 activator	Redox H2O2 prof	S1P3 antag	PMI act hi M6P
9	Cc1ccc(NC(=O)c2ccc(-c3nn(C)c(=O)c4ccccc34)cc2)cc1	0	6	0.1	1.0	.	1
10	CCCNC(=O)c1ccc2c(c1)ncn2-c1ccccc1OC	-5	-13	-0.2	0.1	19	1
11	Cc1nnc(SCC(=O)NC2CC2)n1CCc1ccccc1	-4	0	-0.1	1.0	-26	1
12	C/C(=N\NC(=O)CSCc1ccccc1Cl)c1cc(O)ccc1O	41	11	-0.3	6.5	10	1
13	O=C(COC(=O)C1CCC1)Nc1ccc(Oc2ccccc2)cc1	67*	15	-0.5	0.0	.	0.9
14	COc1ccccc1OCC(O)CO (stereo unspecified)	-3	3	0.0	-0.2	-11	0.9
15	CCCCOc1c(C(=O)Nc2ccccc2)nnn1-c1ccccc1	19	0	0.4	-0.5	8	1.2
16	CC1(C)CC(=O)C2=C(C1)Nc1cc3c(cc1C2c1ccc2c(c1)OCO2)OCO3 (stereo unspecified)	99*	4	0.1	-0.8	.	0.9

#	Diaphorase inh	Diaph act CS	PMI activator	RAM network inh	TLR4 MyD88 comp
9	4	1	1.1	1.2	-10
10	8	0.9	1	0.0	7
11	4	1	1.1	2.4	-16
12	6	0.9	1	-0.9	-13
13	18	0.8	0.9	-0.4	10
14	8	0.9	0.9	-0.4	-7
15	15	0.9	1.2	7.0	-9
16	28	0.7	0.8	2.3	0

The list continues:
#	structure	L major viab	G6PDH CS	Hsp70 activator	Redox H2O2 prof	S1P3 antag	PMI act hi M6P
17	CC(C)(C)c1ccc(CN2N=Nc3ccccc3S2(=O)=O)cc1	101*	6	-0.2	2.3	.	0.9
18	COCCOC(=O)c1[nH]c2c(c1C)C(=O)CC(c1ccc(N(C)C)cc1)C2 (stereo unspecified)	16	-33	-0.2	2.0	4	1
19	CC(O)c1nc2ccc(Cc3ccc4nc(C(C)O)[nH]c4c3)cc2[nH]1 (stereo unspecified)	0	11	0.1	0.2	-7	1
20	COc1cc(NC(=O)COc2c(C)cc(C)cc2[N+](=O)[O-])c(OC)cc1Cl	12	-13	-0.5	0.3	-7	0.9
21	CCOC(=O)C1CCCN(S(=O)(=O)c2ccc(F)c(C(=O)Nc3ccc(F)c(F)c3)c2)C1 (stereo unspecified)	6	2	-0.2	0.3	.	0.9
22	Nc1nc(-c2ccccc2)nc(-c2ccccc2O)n1	-4	.	0.9	2.4	-7	.
23	Cc1cc(NC(=O)COC(=O)COc2ccc3c(c2)CCC3)no1	-8	10	-0.2	0.2	-26	0.9
24	O=C(c1cc2cc([N+](=O)[O-])ccc2oc1=O)n1cccn1	-1	2	-0.3	0.1	-15	1

#	Diaphorase inh	Diaph act CS	PMI activator	RAM network inh	TLR4 MyD88 comp
17	37	0.6	0.8	3.9	-1
18	26	0.7	0.9	2.1	8
19	-6	1.1	1	0.7	10
20	14	0.9	0.8	3.2	-7
21	21	0.8	0.9	1.0	-2
22	.	.	.	.	-4
23	20	0.8	1	0.0	-8
24	-2	1	1.1	2.5	14

Continuation:
#	structure	L major viab	G6PDH CS	Hsp70 activator	Redox H2O2 prof	S1P3 antag	PMI act hi M6P
25	CCOc1cc(/C=N/NC(=O)CN(CCc2ccccc2)S(=O)(=O)c2ccc(NC(C)=O)cc2)ccc1O	25	-18	0.0	-0.7	0	1
26	COC(=O)C(CCSC)NC(=O)C(NC(=O)C1CCC(C)CC1)C(C)C (stereo unspecified)	69*	3	0.1	-1.0	-2	1.1
27	Cc1ccc(S(=O)(=O)N(CC(=O)NCc2ccco2)C2CCCCC2)cc1	12	12	-0.3	0.9	.	0.9
28	COC(=O)/C=C/c1ccc2c(c1)OCO2	-5	6	0.7	0.4	7	0.9
29	CC(=O)NC1CCC(C(=O)O)(c2ccccc2)C1 (stereo unspecified)	-7	3	-0.5	-0.4	7	0.9
30	COC(=O)C(Cc1ccc(O)cc1)NC(=O)C(CC(=O)OC(C)(C)C)NC(=O)OC(C)(C)C (stereo unspecified)	4	5	0.5	-0.9	14	1.2
31	CC(NC(=O)COC(=O)Cc1ccsc1)c1ccccc1 (stereo unspecified)	-9	1	-0.3	0.5	-29	1
32	O=c1oc(-c2ccco2)nc2c1cnn2-c1ccccc1	8	2	-0.1	1.9	-28	1

#	Diaphorase inh	Diaph act CS	PMI activator	RAM network inh	TLR4 MyD88 comp
25	19	0.8	0.8	1.4	0
26	4	1	1	0.0	-10
27	20	0.8	0.9	1.3	-8
28	2	1	1	0.7	-11
29	10	0.9	0.9	0.3	-4
30	4	1	1.2	0.9	-8
31	9	0.9	1	0.6	5
32	15	0.9	1	3.4	-12

Later entries
#	structure	L major viab	G6PDH CS	Hsp70 activator	Redox H2O2 prof	S1P3 antag	PMI act hi M6P
33	O=C(C[n+]1cc(-c2ccc(Cl)cc2)n2c1CCC2)N1c2ccccc2Sc2ccccc21	81*	4	-0.2	1.1	-10	0.9
34	Cc1ccc(/C=C(\NC(=O)c2ccccc2)C(=O)N2CCCC2C(=O)O)cc1 (stereo unspecified)	-7	-6	0.0	0.2	3	1
35	O=C(NCC1CCCO1)c1cccnc1Nc1ccccc1F (stereo unspecified)	2	1	-0.2	0.6	8	1
36	CC(C)NC(=O)NC(=O)COC(=O)c1ccc(F)cc1F	-7	-7	-0.4	0.4	6	1
37	CCN(CC)S(=O)(=O)c1cccc(-c2n[nH]c(=S)n2/N=C/c2ccc(OC)cc2)c1	-9	6	-0.2	-0.2	-10	0.8
38	O=C(CN1CCN(C2CCCCC2)CC1)c1ccc2cc[nH]c2c1	9	1	0.2	-0.1	-21	1.2
39	CSc1nnc(Cn2c(=O)sc3ccccc32)n1-c1ccccc1C	-5	.	-0.4	0.0	-26	.
40	Oc1cccc(CN2CCCCC2)c1	5	-5	-0.2	-0.2	-12	1.1

#	Diaphorase inh	Diaph act CS	PMI activator	RAM network inh	TLR4 MyD88 comp
33	12	0.9	0.9	1.3	-10
34	14	0.9	1	4.7	14
35	13	0.9	1	0.2	4
36	15	0.9	1	-1.4	-2
37	78*	0.2	0.8	7.8	16
38	14	0.9	1.4	2.0	0
39	.	.	.	0.8	5
40	4	1	1.1	1.6	4

Continuation.
#	structure	L major viab	G6PDH CS	Hsp70 activator	Redox H2O2 prof	S1P3 antag	PMI act hi M6P
41	CN1CCN(c2ccccc2NC(=O)c2ccc(-c3cccc([N+](=O)[O-])c3)o2)CC1	2	-21	-0.2	-0.5	-12	0.9
42	CCN(CC)S(=O)(=O)c1ccc(/C=C/C(=O)OCC(=O)N(C(C)C)C(C)C)cc1	1	2	-0.5	-0.5	-10	1
43	O=C(c1ccco1)N1CCN(CCCCOc2cccc3ccccc23)CC1	88*	-7	-0.3	0.6	4	1.1
44	CC1CCN(C(=O)C2Cc3ccccc3CN2S(=O)(=O)c2ccc(F)cc2)CC1 (stereo unspecified)	22	2	-0.2	1.8	-15	1
45	COc1c(F)c(F)c(C(=O)O)c(Nc2ccc(C)cc2C)c1F	-9	10	-0.2	-0.8	-7	1.2
46	Cc1ccc(-n2nc(C(=O)O)c(O)cc2=O)cc1	-1	16	0.3	-0.6	-3	1

#	Diaphorase inh	Diaph act CS	PMI activator	RAM network inh	TLR4 MyD88 comp
41	9	0.9	0.8	1.2	-11
42	8	0.9	1	0.2	3
43	6	0.9	1.1	-0.4	2
44	9	0.9	1	-1.1	1
45	-6	1.1	1.3	0.1	-22
46	22	0.8	0.9	0.5	9

Among those listed so far, these have a tert-butyl group:
#	structure	L major viab	G6PDH CS	Hsp70 activator	Redox H2O2 prof	S1P3 antag	PMI act hi M6P
17	CC(C)(C)c1ccc(CN2N=Nc3ccccc3S2(=O)=O)cc1	101*	6	-0.2	2.3	.	0.9
30	COC(=O)C(Cc1ccc(O)cc1)NC(=O)C(CC(=O)OC(C)(C)C)NC(=O)OC(C)(C)C (stereo unspecified)	4	5	0.5	-0.9	14	1.2

#	Diaphorase inh	Diaph act CS	PMI activator	RAM network inh	TLR4 MyD88 comp
17	37	0.6	0.8	3.9	-1
30	4	1	1.2	0.9	-8
